Bioassay records as filed in PubChem.
PrPC surface inh = inhibitors of human cell surface prion protein PrPC, primary screen, cell-based, TR-FRET. Major prion protein (Homo sapiens), P04156. TR-FRET read-out. inhibition, % at 13.8 µM. actives 0.43% (n = 370,000); in the data active = inhibition above about 24%; also: 0% = median of the test wells and 100% = reference compound wells
CCHFV vOTU inh = CCHFV vOTU protease inhibitors, primary screen, biochemical, Pep-AMC substrate, fluorescence. Crimean-Congo hemorrhagic fever virus L polyprotein viral ovarian tumor (vOTU) protease …. inhibition, % at 11.5 µM. actives 0.55% (n = 370,000). AID 651958, 2012; also: 0% = vehicle wells with enzyme and 100% = no enzyme wells
UGM FP inh = M. tuberculosis UGM enzyme inhibitors, primary screen, biochemical, fluorescence polarization, single point; UDP-galactopyranose mutase (Mycobacterium tuberculosis (strain ATCC 25618 / H37Rv)), …; purified UGM, fluorescence polarization probe displacement; inhibition, % at 10 µM; actives 0.06% (n = 320,000); in the data active = inhibition above about 10%, passing the limit was not always enough; inconclusive = no clear call, values can overlap the other calls
Target sequence (P9WIQ1 whole entry, looked up): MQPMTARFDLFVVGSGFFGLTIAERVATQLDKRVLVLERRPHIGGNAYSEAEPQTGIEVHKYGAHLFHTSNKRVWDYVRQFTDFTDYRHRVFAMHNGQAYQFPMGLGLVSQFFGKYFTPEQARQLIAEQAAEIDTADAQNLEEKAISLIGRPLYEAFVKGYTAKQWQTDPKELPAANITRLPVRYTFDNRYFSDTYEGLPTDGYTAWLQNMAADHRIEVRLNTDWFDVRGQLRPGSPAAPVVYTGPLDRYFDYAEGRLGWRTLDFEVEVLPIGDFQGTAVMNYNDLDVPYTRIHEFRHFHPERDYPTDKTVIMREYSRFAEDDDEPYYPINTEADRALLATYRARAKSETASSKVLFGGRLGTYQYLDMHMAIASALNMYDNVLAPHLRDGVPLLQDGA
FBA Mtb inh = Mtb FBA enzyme inhibitors, primary screen, biochemical, fluorescence, strain H37Rv | Fructose-bisphosphate aldolase (Mycobacterium tuberculosis (strain ATCC 25618 / H37Rv)), … | AID 588726, 2011 | purified M. tuberculosis FBA, fluorescence read-out | inhibition, % at 1 µM | actives 2.3% (n = 360,000); in the data active = inhibition above about 27%;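 also: 0% = vehicle and 100% = reference inhibitor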
Target sequence (P9WQA3 whole entry, looked up): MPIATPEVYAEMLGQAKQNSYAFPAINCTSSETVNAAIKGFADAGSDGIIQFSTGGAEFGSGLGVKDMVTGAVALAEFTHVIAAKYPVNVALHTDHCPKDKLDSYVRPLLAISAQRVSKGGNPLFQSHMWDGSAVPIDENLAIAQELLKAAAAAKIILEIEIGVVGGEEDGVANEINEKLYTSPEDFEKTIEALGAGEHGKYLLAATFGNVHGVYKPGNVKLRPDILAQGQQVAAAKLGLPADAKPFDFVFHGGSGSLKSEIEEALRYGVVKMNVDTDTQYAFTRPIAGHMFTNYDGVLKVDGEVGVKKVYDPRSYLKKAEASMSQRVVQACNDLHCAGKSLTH
Mtb BioA inh = M. tuberculosis BioA enzyme inhibitors, primary screen, biochemical, plate reader, single point, HTS; 7,8-diaminopelargonic acid synthase BioA (Mycobacterium tuberculosis); purified M. tuberculosis BioA enzyme; inhibition, % at 9.99 µM; actives 0.096% (n = 360,000); AID 602481, 2012; in the data active = inhibition above about 40%; inconclusive = no clear call, values can overlap the other calls
BoNT-A LC inh2 = BoNT/A light chain protease inhibitors, primary screen, biochemical, flow cytometry, MLPCN library; Botulinum neurotoxin type A light chain protease (Clostridium botulinum A str. ATCC 3502); actives 0.17% (n = 360,000); multiplex microsphere protease substrate cleavage; inhibition, % at 10 µM; AID 588499, 2011; in the data active = inhibition above about 30%; inconclusive = no clear call, values can overlap the other calls; also: plate controls were buffer without enzyme for full effect and enzyme alone for no effect
GDH-TPI counter = GDH-TPI coupling enzyme inhibitors, primary screen, artefact control for M. tuberculosis FBA inhibitor project, biochemical, absorbance, full deck; GDH-TPI coupled enzyme counterscreen, NADH absorbance; inhibition, % at 4.8 µM; actives 1.2% (n = 360,000); AID 588335, 2011;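 also: 0% = DMSO wells and 100% = wells lacking the enzyme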
FadD28 FP inh = inhibitors of FadD28 bisubstrate probe binding, primary screen, biochemical, fluorescence polarization, single point; Mycobacterium tuberculosis FadD28 fatty-acid-AMP ligase; AID 588549, 2011; actives 0.22% (n = 360,000); inhibition, % at 12.5 µM; in the data active = inhibition above about 8.5%, passing the limit was not always enough; inconclusive = no clear call, values can overlap the other calls
BoNT-F LC inh = BoNT/F light chain protease inhibitors, primary screen, biochemical, flow cytometry, MLPCN library; actives 0.22% (n = 360,000); inhibition, % at 10 µM; Multiplex microsphere protease cleavage assay; Botulinum neurotoxin type F light chain protease (Clostridium botulinum); in the data active = inhibition above about 35%, passing the limit was not always enough; inconclusive = no clear call, values can overlap the other calls; also: plate controls were buffer without enzyme for full effect and enzyme alone for no effect
An asterisk follows results filed as active; ? = inconclusive; nt = not tested or not shown. Rule as the data show it, unless noted: active = inhibition above about 30%; inactive = the rest.

SMILES	PrPC surface inh	CCHFV vOTU inh	UGM FP inh	FBA Mtb inh	Mtb BioA inh	BoNT-A LC inh2	GDH-TPI counter	FadD28 FP inh	BoNT-F LC inh
Cc1cc(C(=O)OCC(=O)c2cccc([N+](=O)[O-])c2)c2ccccc2n1	-3	5	-1.3	-1	nt	-0.2	6	0.0	0
O=C1CS/C(=C\S(=O)(=O)c2ccc(Cl)cc2)N1	2	18	4.7	-3	-0.2	0.6	5	0.4	-24
O=c1c2ccccc2sn1-c1cc(S(=O)(=O)N2CCOCC2)ccc1N1CCCC1	8	4	-2.1	-2	-3.9	?	4	-1.0	3
O=C(O)c1cc(S(=O)(=O)NCCN2CCNC2=O)ccc1O	-5	1	-3.5	13	2.1	nt	6	-1.0	nt
COC(=O)[C@H](CC(C)C)N(Cc1ccccc1)S(=O)(=O)N(Cc1ccc(OC)cc1)[C@@H](CC(C)C)C(=O)OC	1	4	0.3	-1	-2.1	-0.1	4	-2.1	-1
Cc1cc(C)n(C(=O)CCCCCCCCC(=O)n2nc(C)cc2C)n1	-8	-9	-1.1	-2	-0.5	0.1	6	0.4	-4
Cc1nc2c(OCc3ccc(Cl)cc3)cccn2c1N(C)Cc1cccs1	7	10	nt	1	-0.9	-0.6	15	-1.3	-1
CCn1c(SCC(=O)Nc2ccc(OC)cc2)nc2nc3c(cc2c1=O)COC(C)(C)C3	5	11	1.5	-3	2.8	-0.2	-2	-4.9	?
COc1ccc(CCNC(=O)c2ccc(OC)c(OC)c2)cc1OC	-7	-11	-1.1	1	17	1.4	10	-1.8	?
CCCCCCC(=O)Nc1ccc(Cl)cn1	3	-3	-1.3	0	nt	?	11	-1.3	5
Cc1ccc2cc3cc(C(=O)NCc4ccc5c(c4)OCO5)oc3nc2c1	1	8	nt	-7	-0.7	0.3	26	-0.7	-11
O=C(CCCOc1ccc(Cl)cc1Cl)N/N=C/c1ccco1	12	16	-3.2	-1	nt	0.2	10	0.3	0
CC(C)(C)C1=NN(C(=O)c2ccccc2)C(O)(C(C)(C)C)C1 (stereo not drawn)	0	3	-0.3	0	nt	0.1	-3	-2.1	1
Cc1ccc2cc(CN(CC(C)C)S(=O)(=O)c3cccc4nonc34)c(=O)[nH]c2c1	-3	10	-0.8	0	-2.0	0.3	-1	-4.3	0
CCc1nc2c(OCc3ccccc3)cccn2c1N(C)C(=O)c1ccc2c(c1)OCO2	2	-5	nt	4	-0.6	0.1	5	-1.2	4
Cc1ccc(C(=O)C2CCN(CC(=O)Nc3ccc(N(C)C)cc3)CC2)cc1	3	20	3.5	-1	nt	?	1	-0.2	-5
CCOc1ccc(/C=C(\C#N)C(=O)c2c(C)[nH]c3ccccc23)cc1OC	-1	0	-1.6	0	2.0	3.6	13	-4.6	3
CC(C)CC(=O)Nc1ccc(C(=O)NN2C(=O)c3ccccc3C2=O)cc1	-3	13	-1.0	0	1.7	-1.0	0	-2.1	-3
Cc1[nH]c2ccccc2c1C(=O)CSc1ncn[nH]1	4	13	3.6	2	1.5	-1.3	2	-1.2	-13
O=C1NC[C@H](CCCCN2C[C@H](Cc3ccc(O)cc3)N(CCc3ccccc3)C(=O)C2=O)N(CCc2ccccc2)C1=O	3	3	nt	nt	nt	-0.4	nt	nt	-5
CC12CCC(=O)N1C(C(=O)Nc1nc(-c3ccc(F)cc3)cs1)CS2 (stereo not drawn)	-4	2	-0.6	1	nt	-3.0	-1	-1.1	-5
CCc1nc2c(OCC(=O)c3ccc(Cl)cc3Cl)cccn2c1N(C)C(=O)COc1ccccc1	3	15	nt	0	-0.1	0.1	1	-3.6	-4
CC(C)c1ccccc1OCCCN1CCCC1	5	-2	-3.0	-6	-1.5	-2.5	1	-0.4	?
Clc1ccccc1-c1nnc2sc(C3COc4ccccc4O3)nn12 (stereo not drawn)	6	0	1.3	3	0.5	0.8	9	-3.0	3
CC(=O)N1CCN(S(=O)(=O)c2ccc3c(c2)CCC(=O)N3)CC1	2	9	-1.0	2	1.7	-1.4	6	nt	-7

Further compounds
SMILES	PrPC surface inh	CCHFV vOTU inh	UGM FP inh	FBA Mtb inh	Mtb BioA inh	BoNT-A LC inh2	GDH-TPI counter	FadD28 FP inh	BoNT-F LC inh
O=S(=O)(/C=C/c1ccccc1)Oc1ccccc1	6	20	-1.0	-3	-1.4	-2.8	1	-3.6	-4
Oc1c(C(Nc2ccccn2)c2ccccn2)ccc2cccnc12 (stereo not drawn)	15	5	-0.5	0	0.5	-0.2	17	-1.0	8
Cc1csc(SC(C)C(=O)NCC2CCCO2)n1 (stereo not drawn)	4	-9	-0.6	5	-1.5	nt	12	2.0	nt
CC(Oc1ccccc1Cl)C(=O)Nc1ccc(S(=O)(=O)Nc2nccs2)cc1 (stereo not drawn)	1	5	nt	3	-1.1	-1.0	0	-0.3	-9
COc1ccc2[nH]c(=O)c(CN(Cc3cccnc3)Cc3nnnn3CC3CCCO3)cc2c1 (stereo not drawn)	-6	-8	1.2	10	nt	0.0	13	0.0	-5
Clc1ccc2nc(-c3ccccc3)nc(C(Cl)Cl)c2c1	-4	4	nt	1	-2.0	-0.3	7	0.0	-14
Cc1nc2ncnn2c(C)c1Cc1cccc(F)c1	-4	6	0.0	4	0.8	-0.8	-13	-3.5	4
Cc1[nH]c2ccccc2c1C(=O)C(=O)N1CCCc2ccccc21	2	14	1.4	-2	nt	0.1	16	-3.5	-8
COc1ccc(Cc2c(-c3ccc(C)cc3)nc3cc(C)c(Br)c(C)n23)c(C)c1	3	-1	nt	5	-1.0	-1.1	nt	-0.5	-9
CC(=O)OCC(=O)C1(O)CCC2C3CCC4=CC(=O)CCC4(C)C3(Cl)C(O)CC21C (stereo not drawn)	-3	8	nt	-2	nt	-0.7	7	-2.0	-6
COc1cc(/C=N/NC(=O)C(=O)N2CCCC2)ccc1O	-5	7	-1.0	-1	-0.7	0.3	19	-3.3	0
COc1ccc(/C(N)=N/OC(=O)c2ccc(C)c([N+](=O)[O-])c2)cc1OC	7	-3	-0.7	4	-2.8	0.3	5	0.4	-6
CC(C)N(C(=O)CSc1nnc(NC(=O)c2cccs2)s1)C(C)C	0	-5	-0.8	-6	nt	0.4	30	0.3	3
O=C(COC(=O)c1cccc(OC(F)F)c1)Nc1ncccn1	-8	6	-0.6	4	-1.0	-0.3	0	0.8	2
CCOC(=O)C1CCN(c2nc3cc(OC)ccc3cc2C#N)CC1	-6	-1	0.0	24	2.9	2.8	4	-0.4	-11
C/C(=N\NC(=O)CCCNc1ccc(C)cc1)c1ccccn1	-3	-2	-1.4	-4	nt	-1.4	7	0.7	-6
CCC1CCCCN1C(=O)COc1cccc2c1CCN(C)C2=O (stereo not drawn)	-1	4	2.7	4	nt	0.4	-2	0.1	-6
Cc1ccc(S(=O)(=O)CC(=O)Nc2nnc(C)s2)cc1	6	4	1.3	-4	0.4	0.4	-1	nt	-3
O=C(NCCNC1CCC(c2ccccc2)CC1)c1ccc(F)cc1 (stereo not drawn)	-7	3	0.2	0	-1.3	0.2	6	-0.6	0
CC(C)n1cnc2c(Nc3cccc(F)c3)nc(NCCO)nc21	-3	-2	-2.9	32*	2.9	0.1	14	-0.4	-2
CCCCn1c(N)c(N(CC(C)C)C(=O)c2ccc(Br)s2)c(=O)[nH]c1=O	5	-4	-5.4	-1	-0.5	0.5	-4	-3.9	-6
CCCOc1ccc(/C=N/NC(=O)CSCc2ccc([N+](=O)[O-])cc2)cc1OCC	0	-11	-2.6	-2	0.2	1.2	4	-3.7	17
Cc1ccc(NC(=O)CN2C(=O)CCS(=O)(=O)c3ccccc32)cc1Cl	-5	16	0.1	-10	0.2	3.8	-7	-4.6	4
COc1ccc(/C=C2/SC(=S)N(NS(=O)(=O)c3ccc(C)cc3)C2=O)cc1	-10	16	-5.0	-3	1.7	-2.5	12	0.8	-14
CCNC(=S)NCCN1CCCCC1	-3	-4	1.6	2	-1.2	-0.3	-1	1.5	0

Later entries.
SMILES	PrPC surface inh	CCHFV vOTU inh	UGM FP inh	FBA Mtb inh	Mtb BioA inh	BoNT-A LC inh2	GDH-TPI counter	FadD28 FP inh	BoNT-F LC inh
O=C(O)c1ccc(N/N=C/c2ccc(-c3ccc(Cl)cc3Cl)o2)cc1	17	16	1.5	21	nt	-0.6	28	1.8	-10
COc1ccc(/C=C/c2c(-c3ccc(OC)cc3)sc3ccc(N4CCOCC4)cc23)cc1	nt	nt	-1.6	4	-1.4	0.0	23	-3.1	-8
COc1cc(OC)c(OC)cc1/C=N/NC(=O)c1cccc(S(=O)(=O)N2CCOCC2)c1	4	15	0.1	1	2.0	-1.1	16	-1.4	-4
Cc1cccc(C)c1NC(=O)C1c2ccccc2OCC(=O)N1CCc1c[nH]c2ccccc12 (stereo not drawn)	-7	-3	nt	nt	nt	-1.8	nt	nt	-11
Cc1ccccc1NC(=O)C1CC(Cl)=CCC1C(=O)O (stereo not drawn)	-3	-4	1.0	-1	-0.3	1.9	-5	0.0	-1
O=C(COC(=O)c1ccc(F)c(S(=O)(=O)N2CCOCC2)c1)NC1CCCCC1	6	6	0.5	1	-0.9	-0.9	4	-0.5	-2
O=C(COC(=O)c1cccc(F)c1)Nc1cccnc1Cl	-3	-2	-0.6	1	0.1	0.2	-2	0.4	1
N#Cc1ccc(OCc2noc(-c3ccsc3)n2)cc1	12	-6	-1.1	-1	-0.8	3.4	-7	-0.1	?

Part of the list above, bar-delimited:
molecule | PrPC surface inh | CCHFV vOTU inh | UGM FP inh | FBA Mtb inh | Mtb BioA inh | BoNT-A LC inh2 | GDH-TPI counter | FadD28 FP inh | BoNT-F LC inh
O=C(COC(=O)c1cccc(F)c1)Nc1cccnc1Cl | -3 | -2 | -0.6 | 1 | 0.1 | 0.2 | -2 | 0.4 | 1
Cc1ccccc1NC(=O)C1CC(Cl)=CCC1C(=O)O (stereo not drawn) | -3 | -4 | 1.0 | -1 | -0.3 | 1.9 | -5 | 0.0 | -1

Ordered by SMILES length (ascending): 9 of the compounds above
SMILES	PrPC surface inh	CCHFV vOTU inh	UGM FP inh	FBA Mtb inh	Mtb BioA inh	BoNT-A LC inh2	GDH-TPI counter	FadD28 FP inh	BoNT-F LC inh
CCNC(=S)NCCN1CCCCC1	-3	-4	1.6	2	-1.2	-0.3	-1	1.5	0
N#Cc1ccc(OCc2noc(-c3ccsc3)n2)cc1	12	-6	-1.1	-1	-0.8	3.4	-7	-0.1	?
O=C(COC(=O)c1cccc(F)c1)Nc1cccnc1Cl	-3	-2	-0.6	1	0.1	0.2	-2	0.4	1
O=C(O)c1ccc(N/N=C/c2ccc(-c3ccc(Cl)cc3Cl)o2)cc1	17	16	1.5	21	nt	-0.6	28	1.8	-10
Cc1ccc(NC(=O)CN2C(=O)CCS(=O)(=O)c3ccccc32)cc1Cl	-5	16	0.1	-10	0.2	3.8	-7	-4.6	4
O=C(COC(=O)c1ccc(F)c(S(=O)(=O)N2CCOCC2)c1)NC1CCCCC1	6	6	0.5	1	-0.9	-0.9	4	-0.5	-2
CCCOc1ccc(/C=N/NC(=O)CSCc2ccc([N+](=O)[O-])cc2)cc1OCC	0	-11	-2.6	-2	0.2	1.2	4	-3.7	17
COc1ccc(/C=C/c2c(-c3ccc(OC)cc3)sc3ccc(N4CCOCC4)cc23)cc1	nt	nt	-1.6	4	-1.4	0.0	23	-3.1	-8
COc1cc(OC)c(OC)cc1/C=N/NC(=O)c1cccc(S(=O)(=O)N2CCOCC2)c1	4	15	0.1	1	2.0	-1.1	16	-1.4	-4
